TEAD-YAP block: TEAD-YAP interaction inhibition. HEK-TIYL cells, TEAD-Gal4/YAP UAS-luciferase luminescence. inhibition, % at 9.12 µM. 640,000 tested, 1.4% active. AID 1259422; in the data active = inhibition above about 32%;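 note: 0% = median of test compound wells and 100% = reference inhibitor wells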
FBW7 act: activators of human E3 ligase FBW7; Q969H0; AlphaScreen FBW7–phospho-cyclin E peptide binding, activator screen; normalized activity (activation), % at 26.1 µM; 650,000 tested, 0.13% active; AID 1259310; in the data active = normalized activity above about 1.9%;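 note: purified mutant Fbw7 with reduced substrate affinity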
GPR151 activ: activators of human GPR151 | Q8TDV0 | PathHunter beta-arrestin GPR151 cells, luminescence | activation, % at 11.2 µM | 650,000 tested, 1% active | AID 1508602; in the data active = activation above about 4.9%;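 note: 0% = median of compound wells and 100% = cells with positive control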
Target sequence (Q8TDV0 whole entry, looked up): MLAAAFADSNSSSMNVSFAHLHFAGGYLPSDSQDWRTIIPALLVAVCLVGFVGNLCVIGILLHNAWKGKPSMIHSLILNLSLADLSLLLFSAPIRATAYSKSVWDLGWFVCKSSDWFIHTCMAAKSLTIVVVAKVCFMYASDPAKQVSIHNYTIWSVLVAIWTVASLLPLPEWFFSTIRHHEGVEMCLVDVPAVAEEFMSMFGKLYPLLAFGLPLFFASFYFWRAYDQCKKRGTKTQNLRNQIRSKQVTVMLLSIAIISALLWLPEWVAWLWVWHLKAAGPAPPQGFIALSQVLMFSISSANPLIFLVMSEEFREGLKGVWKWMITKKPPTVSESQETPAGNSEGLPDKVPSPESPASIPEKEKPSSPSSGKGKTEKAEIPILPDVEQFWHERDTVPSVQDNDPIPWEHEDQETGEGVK
MITF primary: inhibitors of human MITF; O75030; AID 1259374; AlphaScreen MITF homodimerization, bead proximity signal; inhibition, % at 2.6 µM; 650,000 tested, 0.91% active; in the data active = inhibition above about 50%;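 note: 0% = vehicle wells with protein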
Target sequence (O75030 whole entry, looked up): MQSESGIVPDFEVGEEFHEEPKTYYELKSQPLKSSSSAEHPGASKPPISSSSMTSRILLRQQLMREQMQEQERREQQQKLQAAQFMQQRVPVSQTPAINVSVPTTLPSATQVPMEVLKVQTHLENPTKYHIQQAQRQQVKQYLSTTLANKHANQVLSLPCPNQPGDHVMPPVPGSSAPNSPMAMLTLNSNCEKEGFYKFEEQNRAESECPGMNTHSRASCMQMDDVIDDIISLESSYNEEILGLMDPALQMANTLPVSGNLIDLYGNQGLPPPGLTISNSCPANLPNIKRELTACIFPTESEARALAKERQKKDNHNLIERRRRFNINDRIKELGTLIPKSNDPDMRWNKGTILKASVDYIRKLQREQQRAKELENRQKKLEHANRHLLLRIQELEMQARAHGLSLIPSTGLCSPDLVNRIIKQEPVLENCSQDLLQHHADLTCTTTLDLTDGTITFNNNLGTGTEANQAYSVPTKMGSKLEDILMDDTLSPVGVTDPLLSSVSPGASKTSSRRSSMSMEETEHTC
An asterisk follows results filed as active.

Below each SMILES: TEAD-YAP block	FBW7 act	GPR151 activ	MITF primary
1) O=c1cnn(C2OC(CO)C(O)C2O)c(=O)[nH]1 (stereo not drawn)
  75*	-0.1	-1.3	4
2) CC1(C)Oc2ccc(C(=O)N3CCOCC3)cc2N(Cc2ccccc2)C1=O
  -7	0.2	-0.8	14
3) CC1(C)CC(=O)C2=C(C1)Nc1cc(C(=O)c3ccccc3)ccc1NC2c1ccc([N+](=O)[O-])cc1 (stereo not drawn)
  -5	-0.2	0.7	3
4) Cc1ccnc(NC(=S)NC(=O)c2cncc(Br)c2)c1
  -26	0.7	-0.3	17
5) CCOc1cc(/C=C2\SC(=S)N(C)C2=O)ccc1O
  -30	-0.1	-0.7	4
6) O=c1[nH]c2ccccc2n1CCCSc1cccs1
  -24	0.3	-0.1	12
7) CCN1CCN(C(=O)c2ccc(Br)cc2)CC1
  11	1.1	0.1	9
8) O=C(COC(=O)c1ccccc1F)Nc1ccc2c(c1)OCO2
  8	-0.1	0.5	9
9) CCn1c(-c2ccc(OC)cc2)csc1=Nc1ccc(NC(C)=O)cc1
  65*	-0.1	3.2	1
10) COCC(C)NC(=O)C1=CC(c2ccc(F)cc2)=NS(=O)(=O)N1C (stereo not drawn)
  9	-0.1	-1.7	11
11) COc1ccc(NC(=O)COc2cc(Cl)ccc2Cl)c(OC)c1
  -4	0.3	-1.8	0
12) COc1ccc(/C=C/C(=O)NCCc2ccccc2)cc1
  -32	0.3	0.5	8
13) Cn1c(=O)c2c(n(C)c1=O)n1c(-c3ccccc3Cl)nnc1n2Cc1ccccc1
  0	-0.1	1.5	2
14) COc1ccccc1-n1c(SCC(=O)N2CCCC2)nnc1-c1ccncc1
  0	0.2	0.1	15
15) COc1ccc(-c2noc(N3CCC(C(=O)Nc4cc(OC)ccc4OC)CC3)n2)cc1
  3	0.0	0.4	-1
16) CC1=C(C(=O)N2CCOCC2)C2(CCC(C)CC2)OC1=O (stereo not drawn)
  -7	0.5	-1.1	-8
17) CSc1ncc(/C=C2/C(=O)NC(=O)N(CCC3=CCCCC3)C2=O)cn1
  -7	-0.1	1.7	-15
18) CC1(C)CC(=O)C2=C(C1)N(c1sc3c(c1C#N)CCCC3)C(N)=C(C#N)C2c1ccc(F)cc1 (stereo not drawn)
  -7	0.0	0.0	-3
19) COc1ccc(C2C(C(=O)O)CC(=O)N2c2ccc(OC)cc2)cc1 (stereo not drawn)
  -8	0.1	-0.2	-5
20) O=C(C1CCCN(Cc2ccc(Cl)cc2)C1)N1CCCCCC1 (stereo not drawn)
  14	-0.1	0.3	88*
21) CCOC(=O)c1c(-c2ccc(OC)cc2)csc1/N=C/N(C)C
  1	0.1	-0.2	16
22) Cc1cccc(C(=O)Nc2c(C)nc3ccc(Cl)cn3c2=O)c1
  -16	0.3	0.5	5
23) CCNS(=O)(=O)c1ccc(CCC(=O)NCc2ccco2)cc1
  4	0.8	0.9	7
24) CCc1ccc(NC(=O)CSc2nc3sc4c(c3c(=O)n2-c2ccccc2)CCC4)cc1
  10	0.0	0.4	5
25) O=C(c1ccc(S(=O)(=O)N2CCCCC2)cc1)N1CCN(Cc2ccc3c(c2)OCO3)CC1
  -2	0.1	-0.5	21
26) COc1cc2c(cc1OC)C(C)N(S(=O)(=O)c1ccc3c(c1)C(C)(C)C(=O)N3C)CC2 (stereo not drawn)
  0	-0.2	1.7	-11
27) CCN1CCc2c(OCC(=O)N3CCCCCC3)cccc2C1=O
  -7	0.0	1.1	-6
28) Cc1ccc(C(=O)N2CCN(c3cccc(Cl)c3)CC2)cc1
  3	0.0	0.0	0
29) O=C(CC1C(=O)NCCN1CC(c1ccccc1)c1ccccc1)NCc1ncc[nH]1 (stereo not drawn)
  -3	0.0	-0.3	14
30) C/C(=N\NC(=O)c1cc([N+](=O)[O-])cc([N+](=O)[O-])c1)c1ccc(Br)cc1
  3	-0.5	-0.7	-1

Part of the list above, field by field.
6) O=c1[nH]c2ccccc2n1CCCSc1cccs1
  TEAD-YAP block: -24 | FBW7 act: 0.3 | GPR151 activ: -0.1 | MITF primary: 12

28) Cc1ccc(C(=O)N2CCN(c3cccc(Cl)c3)CC2)cc1
  TEAD-YAP block: 3 | FBW7 act: 0.0 | GPR151 activ: 0.0 | MITF primary: 0

18) CC1(C)CC(=O)C2=C(C1)N(c1sc3c(c1C#N)CCCC3)C(N)=C(C#N)C2c1ccc(F)cc1 (stereo not drawn)
  TEAD-YAP block: -7 | FBW7 act: 0.0 | GPR151 activ: 0.0 | MITF primary: -3

24) CCc1ccc(NC(=O)CSc2nc3sc4c(c3c(=O)n2-c2ccccc2)CCC4)cc1
  TEAD-YAP block: 10 | FBW7 act: 0.0 | GPR151 activ: 0.4 | MITF primary: 5

Further structures.
Below each SMILES: TEAD-YAP block	FBW7 act	GPR151 activ	MITF primary
31) Cc1ccc(OCc2ccc(C(=O)Nc3ccccc3Cl)cc2)cc1
  -44	0.0	-0.5	7
32) CCCCN1C=C(C(=O)OC)C(c2ccc3ccccc3c2)C(C(=O)OC)=C1
  2	0.4	0.4	2
33) O=C(Nc1ccccc1C(=O)NCCN1CCOCC1)c1ccc(Br)cc1
  8	-0.1	-0.2	-2
34) CCC(=O)N(Cc1ccc2c(c1)OCO2)Cc1cc2cc(OC)ccc2[nH]c1=O
  -7	-0.1	-0.8	-2
35) O=C1CC(Cc2ccccc2)C(=O)N1c1ccccc1 (stereo not drawn)
  -4	0.0	0.2	1
36) CC(=O)OCC1OC(n2cnc3c(N)ncnc32)C(OC(C)=O)C1OC(C)=O (stereo not drawn)
  2	0.1	-1.0	-18
37) COCCN(C)C(=O)CCc1nnc(Cc2ccc(-c3ccccc3)cc2)o1
  0	-0.1	0.1	-12
38) Cc1nc(CC(=O)N2CCCC(CO)(Cc3ccccc3)C2)cs1 (stereo not drawn)
  -63	-0.1	0.0	13
39) CC1CCCC(NC(=O)C2N(CCc3ccc(Cl)cc3)C(=O)C3C(C(=O)Nc4cccc(Cl)c4)C4C=CC32O4)C1C (stereo not drawn)
  -11	-0.2	-0.7	-4
40) O=C(c1ccc[nH]c1=S)N1CCN(c2cccc(Cl)c2)CC1
  5	-0.1	-0.8	0
41) CCNC(=O)NC(=O)C(C)OC(=O)c1cccn1C (stereo not drawn)
  9	0.0	0.3	8
42) CCn1c(CCCCCCN)nnc1SC
  7	0.0	-0.7	4
43) Cc1ccc2sc(N3CCN(CCNC(=O)C4COc5ccccc5O4)CC3)nc2c1C (stereo not drawn)
  -4	0.0	1.4	-15
44) CNC(=O)c1nnn(Cc2ccccc2)c1NC(C)=O
  -9	0.1	-1.0	-9
45) CC(C)(C)c1ccc(S(=O)(=O)NCCCCCC(=O)O)cc1
  13	0.0	-0.2	6
46) Cc1ccc(OCCCCN2CCCC2)c([N+](=O)[O-])c1
  4	-0.2	0.0	83*
47) CC(CCc1ccc(O)cc1)NCc1cc(NC(=O)c2ccccn2)cc(C(=O)N(C)C)c1 (stereo not drawn)
  11	-0.1	-1.2	4
48) Oc1c(C(c2ccccc2)N2CCN(c3ccccc3F)CC2)sc2ncnn12 (stereo not drawn)
  11	0.1	-0.1	12
49) O=[N+]([O-])c1ccc(C2Nc3ccccc3N2)o1
  -3	0.7	-0.5	18
50) CCOC(=O)CNC(=O)c1nn(-c2ccc(OC)cc2OC)c(=O)c2ccccc12
  4	0.1	-1.7	-11
51) COc1cc2c(cc1OC)C(COc1ccc(F)cc1)N(C(=O)c1ccccc1)CC2 (stereo not drawn)
  -10	-0.1	-0.4	4
52) CN1C(=O)C(C)(C)COc2cc(NC(=O)NCCCc3ccccc3)ccc21
  10	0.0	-0.1	-2
53) COc1ccccc1NC(=O)c1sc2ncn(CC(=O)Nc3cccc(C(F)(F)F)c3)c(=O)c2c1C
  -7	0.0	0.6	-5
54) CC(=O)N1CCc2cc(S(=O)(=O)NC(Cc3ccccc3)C(=O)N3CCCC3)ccc21 (stereo not drawn)
  5	0.0	-0.4	-5
55) CCc1cccc(C)c1NC(=O)COc1ccccc1
  -1	0.0	-0.5	5
56) CCNC(=O)N1CCN(c2ccc3cccc(-c4ccc(C)cc4)c3n2)CC1
  7	0.1	0.6	4
57) Cc1[nH]c2ccccc2c1/C=N/NC(=O)CCn1cnc2ccccc21
  -9	-0.1	-0.9	-1
58) COc1ccc2nc(-c3ccc(NC(=O)Cc4ccc(Cl)cc4)cc3)cn2n1
  -10	-0.1	0.7	-9
59) c1coc(-c2ncc3ccccn23)c1
  -15	-0.9	0.4	18
60) COC(=O)C1=CN(Cc2ccc(C)cc2)C=C(C(=O)OC)C1c1ccc(SC)cc1
  -12	0.2	2.5	-19
61) CC(CCc1ccccc1)NC(=O)c1cccc([N+](=O)[O-])c1 (stereo not drawn)
  -10	0.3	3.4	4
62) COc1ccccc1N(CC(=O)Nc1ccc(Br)c(C)c1)S(C)(=O)=O
  0	0.0	0.3	2
63) O=C(CC(CO)NC1CCCCC1)NC1CCCCC1 (stereo not drawn)
  -10	0.0	-1.7	-4
64) O=C(O)CCSCc1nc2sc3c(c2c(=O)[nH]1)CCCC3
  4	0.1	-0.2	6
65) COc1ccc(N2CC(C(=O)OCC(=O)Nc3ccc(F)cc3)CC2=O)cc1 (stereo not drawn)
  3	0.0	0.5	6
66) Cn1nnc2cc(NC(=O)NCc3ccccc3)ccc21
  -9	0.3	6.3*	10
67) CCOC(=O)C1=C(N)c2ccccc2CC1C(C)C (stereo not drawn)
  4	0.5	-0.6	21
68) CCc1ccc(CN2CCC3(CC2)CC3C(=O)NCCc2ccccc2OC)o1 (stereo not drawn)
  0	0.0	-1.0	3
69) CCN1CCN(C(=O)c2cccc(OC3CCN(S(=O)(=O)N(C)C)CC3)c2)CC1
  -37	0.2	-0.1	16
70) Cc1oc2nc3c(c(=O)n(CCc4ccccc4)c(=O)n3C)n2c1C
  2	0.2	-1.4	8
71) Cc1cc(C(F)(F)F)c(N)c(SCC(=O)Nc2nc3ccccc3s2)n1
  65*	0.3	0.8	-3
72) O=C(NC1CC1)c1ccc(-c2nc(C(=O)Nc3ccc(Oc4ccccc4)cc3)cs2)cc1
  33*	-0.1	1.5	6
73) C=CCOc1cccc(C2Nc3ccccc3-c3nnc(SC)nc3O2)c1 (stereo not drawn)
  1	0.1	0.1	16
74) O=c1oc(/C=C/c2ccc(Br)cc2)nc2ccc(Br)cc12
  -2	-0.1	-1.5	10
75) CS(=O)(=O)NC1CCN(c2nc(-c3ccc(F)cc3)cs2)CC1
  -13	0.0	-0.3	1
76) COc1ccccc1NC(=O)c1c(NC(C)=O)sc2c1CCC(C(C)(C)C)C2 (stereo not drawn)
  -1	0.0	0.6	1
77) O=C(Nc1nccs1)NC1CCS(=O)(=O)C1 (stereo not drawn)
  2	0.2	-2.4	18
78) Cc1cc(Br)cc2c1NC(=O)C2=O
  1	0.0	1.1	-6
79) Cc1ccc(OCC(=O)Nc2cccc(C)c2C)cc1C
  -8	0.0	-1.8	-9
80) N#CC1=C(N)OC2=C(C(=O)CC(c3ccccc3)C2)C1c1cn[nH]c1-c1ccc(F)cc1 (stereo not drawn)
  6	0.0	-1.0	6
81) CCCCN(C)C(=O)Cn1cnc2sc(C)c(S(=O)(=O)N3CCCCC3)c2c1=O
  -1	-0.1	0.0	11
82) COc1ccc(C)cc1-n1c(C)nc2cc(C(=O)NCC3CCCO3)ccc21 (stereo not drawn)
  7	0.0	0.7	-3
83) O=C(CN1CCN(C(c2ccccc2)c2ccccc2)CC1)N1CCOCC1
  6	-0.4	-0.6	-6
84) CN(Cc1ccccc1)C1(O)C(=O)Nc2c(C(F)(F)F)cccc21 (stereo not drawn)
  -5	-0.1	-0.7	7
85) COc1ccc(C2CC(c3ccc(Br)cc3)Nc3nnnn32)cc1 (stereo not drawn)
  8	0.1	1.4	15
86) COc1ccc(-c2noc(NC3CCCCC3)n2)cc1OC
  -58	0.0	-0.8	-16
87) O=C1NC(=O)C(=Cc2cc(Cl)ccc2OCc2cccc(F)c2)C(=O)N1
  -5	-0.8	-0.9	11
88) Cc1ccc(-c2csc(NC(=O)C3CC3)n2)cc1
  -27	0.1	0.0	15
89) COCC(=O)N1CCC(Oc2ccc(C(=O)N[C@H]3CCCCNC3=O)cc2)CC1
  5	0.0	-0.2	9
90) Cc1ccc2c(c1)N(C(=O)N1CCC(C(=O)N3CCCCCC3)CC1)CC(C)O2 (stereo not drawn)
  10	0.0	-0.9	-3
91) COc1ccc(OC)c(/C=N/NC(=O)Cn2ccnc2C)c1
  6	0.2	3.2	19
92) O=C(CSc1ncnc2ccccc12)NCCCO
  5	-0.1	1.1	8

Record cards (already shown):
CC(CCc1ccccc1)NC(=O)c1cccc([N+](=O)[O-])c1 (stereo not drawn) across the screens: TEAD-YAP block = -10; FBW7 act = 0.3; GPR151 activ = 3.4; MITF primary = 4
O=C(CC(CO)NC1CCCCC1)NC1CCCCC1 (stereo not drawn) across the screens: TEAD-YAP block = -10; FBW7 act = 0.0; GPR151 activ = -1.7; MITF primary = -4
